GC-A act = GC-A (human) enzyme activation; activation, % at 10 µM; P16066; HEK293 GC-A cells, cGMP TR-FRET, EC30 ANP; 0% at EC30 ANP, 100% saturating ANP; 370,000 tested, 0.14% active; in the data active = activation above about 40%
ADAM10 inh = inhibitors of human ADAM10. recombinant ADAM10, EDANS/DABCYL FRET peptide cleavage, 3 h. O14672. 370,000 tested, 0.62% active. inhibition, % at 7 µM. AID 720582;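 active = inhibition above a per-campaign cutoff equal to the mean of compounds falling between control-based bounds plus 3 SD, cut at about 20% in these data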;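 note: 0% = DMSO wells while the 100% control is not disclosed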
hcDAF-12 act = activates DAF-12 receptor from parasite H. contortus; HEK293 hcDAF-12 lit1-tk-luc reporter, luminescence; 0% DMSO, 100% Δ7-dafachronic acid; activation, % at 6.8 µM; 370,000 tested, 1.4% active; AID 652067;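 active = activation above the mean of all tested compounds plus 3 SD, cut at about 5.5% in these data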;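 note: 100% = response to 3 µM Δ7-dafachronic acid high control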
ssDAF12 agonist = S. stercoralis DAF-12 activation, primary screen; HEK293 ssDAF-12/GRIP1 lit1-tk-luc reporter, luminescence; % of 3 µM dafachronic acid response; activation, % at 6.8 µM; 370,000 tested, 1% active; AID 652126;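 active = activation above the mean over all tested compounds plus 3 SD, cut at about 0.9% in these data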;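 note: 0% = DMSO-only wells and 100% = 3 µM delta7-dafachronic acid wells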
GAA850 FXN act = frataxin GAA850 promoter activation; HEK293 lucGAA850 FXN promoter luciferase reporter, 24 h; percent of 10 µM SAHA response; activation, % at 6 µM; 360,000 tested, 0.56% active;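 active = activation above the average of all compounds screened plus 3 SD, cutoff fixed separately per campaign, cut at about 7.5% in these data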;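 note: 0% = DMSO wells and 100% = 10 µM SAHA wells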
DAX1 inh-1 = DAX1 (NR0B1) inhibition, primary screen; HEK293T StAR-luciferase reporter, SF-1/DAX-1 repression relief; inhibition, % at 6.8 µM; 370,000 tested, 1.1% active; AID 652010;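 active = inhibition above the mean over all tested compounds plus 3 SD, cut at about 3.6% in these data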;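 note: 0% = DAX-1 cells with DMSO and 100% = cells lacking DAX-1 with DMSO; higher inhibition means more luminescence from relief of DAX-1 repression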
DAX1 inh-2 = inhibitors of human orphan nuclear receptor DAX1 (NR0B1) | inhibition, % at 6.75 µM | P51843 | HEK293 Gal4-DAX1 luciferase reporter, luminescence | AID 504766 | 340,000 tested, 0.99% active;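 active = inhibition above the mean over all tested compounds plus 3 SD, cut at about 4.2% in these data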;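 note: 0% = DAX1-transfected cells with DMSO and 100% = empty-vector control cells with DMSO; inhibition shows as a rise in luminescence from relieved DAX1 repression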
sPLA2-III inh = Blocks human group III sPLA2 activity | QFRET BODIPY PC-A2 liposome hydrolysis, fluorescence | inhibition, % at 12.2 µM | 370,000 tested, 0.56% active;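 active = inhibition above mean plus 3 SD of compounds lying within the high and low control bounds, cut at about 19% in these data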;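 note: 0% = median of test compound wells and 100% = no enzyme DMSO wells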
SMARCA2 act = activators of SMARCA2 function; MG213 cells, MMTV-luciferase reporter, dexamethasone, overnight; activation, % at 9.1 µM; 370,000 tested, 1% active; in the data active = activation above about 7.8%;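 note: 0% = vehicle wells and 100% = reference activator wells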
hgDAF-12 ag = agonists of H. glycines DAF-12 nuclear receptor. 370,000 tested, 1.8% active. activation, % at 6.8 µM. HEK293 GAL4-hgDAF12 UAS-luciferase reporter, agonist luminescence; normalized to butyrate control. AID 687014;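 active = activation above a cutoff set at the mean of all screened compounds plus 3 SD, cut at about 10% in these data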;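 note: 0% = DMSO wells and 100% = sodium butyrate wells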
GC-B act = GC-B (human) receptor activation. activation, % at 10 µM. 370,000 tested, 0.11% active. HEK293-GC-B cells, CNP EC30, cGMP TR-FRET; 0% at EC30 CNP, 100% saturating CNP. P20594;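 active = activation at 10 µM reaching about 35% in either raw or pattern-adjusted values, limit read from the data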
Target sequence (P20594 whole entry, looked up): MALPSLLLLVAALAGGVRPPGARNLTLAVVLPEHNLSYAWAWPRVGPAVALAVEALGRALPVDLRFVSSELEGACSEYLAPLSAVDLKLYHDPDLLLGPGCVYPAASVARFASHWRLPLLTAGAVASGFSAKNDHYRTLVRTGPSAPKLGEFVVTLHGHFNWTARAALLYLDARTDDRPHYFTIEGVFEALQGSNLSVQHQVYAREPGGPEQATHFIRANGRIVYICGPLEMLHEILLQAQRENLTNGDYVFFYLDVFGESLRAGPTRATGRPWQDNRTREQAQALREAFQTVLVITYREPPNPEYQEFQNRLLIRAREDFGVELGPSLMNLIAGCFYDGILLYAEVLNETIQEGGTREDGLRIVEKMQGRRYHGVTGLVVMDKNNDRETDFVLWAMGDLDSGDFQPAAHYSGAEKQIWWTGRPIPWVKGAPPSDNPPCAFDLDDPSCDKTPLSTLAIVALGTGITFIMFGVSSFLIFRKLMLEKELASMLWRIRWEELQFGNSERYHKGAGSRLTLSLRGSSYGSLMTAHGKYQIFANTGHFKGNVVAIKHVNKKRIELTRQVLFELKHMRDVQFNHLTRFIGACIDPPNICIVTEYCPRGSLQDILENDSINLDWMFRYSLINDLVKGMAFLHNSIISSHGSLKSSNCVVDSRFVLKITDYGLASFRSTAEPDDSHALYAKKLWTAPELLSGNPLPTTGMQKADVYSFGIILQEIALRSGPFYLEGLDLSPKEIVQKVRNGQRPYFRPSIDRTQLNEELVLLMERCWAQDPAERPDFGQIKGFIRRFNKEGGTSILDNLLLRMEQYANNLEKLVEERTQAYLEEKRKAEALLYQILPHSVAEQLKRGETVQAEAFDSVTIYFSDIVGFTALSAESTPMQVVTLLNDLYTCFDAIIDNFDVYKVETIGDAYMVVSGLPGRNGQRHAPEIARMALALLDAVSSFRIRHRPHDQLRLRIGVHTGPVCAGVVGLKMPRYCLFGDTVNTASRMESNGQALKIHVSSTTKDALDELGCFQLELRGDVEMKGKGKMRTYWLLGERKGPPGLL
* hit, by the source's call; nt = no result given.

cpd	smiles	GC-B act	sPLA2-III inh	SMARCA2 act	hcDAF-12 act	GC-A act	ssDAF12 agonist	DAX1 inh-1	ADAM10 inh	DAX1 inh-2	GAA850 FXN act	hgDAF-12 ag
1	CCCOP(=O)(c1ccc(N(C)C)cc1)C(O)c1cc(OC)ccc1OC (stereo unspecified)	-2	2	-2	0.4	-2	-1.1	-0.6	-2	-1.8	-0.6	1.7
2	COc1cccc(NC(=O)CN(C)CC(=O)Nc2ccc(Br)cc2)c1	0	-9	-1	1.3	-2	-2.0	0.9	3	0.5	-0.4	-0.9
3	CCCn1nnnc1NCc1ccc(OC)cc1OC	8	3	-4	-1.3	-1	-0.9	-0.2	-10	1.3	0.3	1.5
4	CCS(=O)(=O)N1CCCC(C(=O)NCC2CCCO2)C1 (stereo unspecified)	2	5	-1	-0.5	10	-0.8	-0.4	-4	-0.4	-0.9	0.9
5	O=C(c1ccccc1S(=O)(=O)NCC(O)COc1ccc([N+](=O)[O-])cc1)N1CCCCC1 (stereo unspecified)	-2	-4	1	0.3	1	-1.6	0.0	2	-0.6	-2.8	0.4
6	CC(C)CC(=O)NCCCCc1ccccc1	4	-1	2	-0.1	4	-1.3	-0.3	5	-0.4	2.0	1.8
7	Cc1nn(-c2ccccc2)c(C)c1C(=O)OCC(=O)N(C)c1ccccc1	1	8	-3	0.9	-2	-1.2	0.5	-16	1.0	0.6	0.1
8	O=C(Nc1ccccc1)N(CCN1CCOCC1)Cc1ccccc1F	1	3	0	-0.5	0	-1.2	0.2	-6	0.5	-0.3	3.1
9	COC(=O)c1ccc(COc2cc([N+](=O)[O-])cc3cccnc23)cc1	2	4	-1	-1.9	0	-1.5	-0.4	-3	nt	nt	-4.8
10	COc1ccccc1C1=NOC(COC(=O)c2ccc(Br)cc2)C1 (stereo unspecified)	-26	-10	2	0.1	-10	-1.4	-0.1	4	-0.7	5.5	-0.6
11	COC(=O)c1cc[n+](CC(=O)c2ccccc2)cc1	-7	6	4	0.4	2	-0.9	0.0	-27	0.8	-0.4	3.5
12	CN1CCN(/N=C/c2nc(-c3ccccc3Cl)n3ccccc23)CC1	-2	-2	-3	0.7	-9	-1.1	-0.4	-16	-0.4	1.5	-1.3
13	Cc1cc(C)c2cc(CN(CCO)C(=O)Nc3ccc(F)cc3)c(=O)[nH]c2c1	-9	9	-1	0.8	-8	-1.6	-0.4	-2	0.4	-0.3	-1.7
14	Cc1ccc(C)c(Sc2ccc(S(=O)(=O)Nc3ccc(C(=O)O)cc3)cc2)c1	3	-37	-1	-0.7	1	-1.6	0.4	7	-0.5	-0.2	-3.4
15	Cc1ccc(NC2=C/C(=N/S(=O)(=O)c3cccs3)c3ccccc3C2=O)cc1C	0	-4	4	0.9	-1	-0.8	-0.8	2	1.0	4.7	2.8
16	CCN(CC)S(=O)(=O)c1ccc(-c2nnc(SCC(=O)N3c4ccccc4CC3C)n2CC)cc1 (stereo unspecified)	5	3	-1	-0.5	-3	-1.6	0.3	-15	-0.2	0.2	2.3
17	Cc1ccnc(NC(=O)c2ccc3c(c2)C(=O)N(CC2CCCO2)C3=O)c1 (stereo unspecified)	3	16	1	0.0	3	-0.3	0.0	-9	-1.5	1.8	1.4
18	CCOc1ccc(Nc2c3ccccc3nc3ccccc23)cc1	-14	11	2	-3.6	-14	-2.2	-3.0	-462	-5.0	-4.6	-7.2
19	O=S(=O)(NCCc1ccncc1)c1cc(Br)ccc1F	0	-2	-4	-0.2	3	-1.2	0.2	1	-0.8	0.6	0.1
20	Cc1cc(C(C#N)c2ccccc2)n2ncnc2n1 (stereo unspecified)	-3	-3	0	-1.3	-2	-0.9	-0.8	-27	0.1	-0.8	-1.1
21	COc1cccc(NC(=O)CN(C)C(=O)CSC(=S)N2CCCC2)c1	4	-1	1	0.2	4	-1.2	-0.8	-9	-1.8	2.6	2.6
22	C(=Nn1cnnc1)c1ccc2c(c1)CCC2	7	1	-1	-1.6	2	-0.7	0.5	-5	1.3	-0.3	-2.5
23	C/C(=N/Nc1nc(-c2ccccc2F)nc2ccccc12)c1ccccc1O	0	1	-1	-1.5	2	-2.0	-1.9	-2	0.6	-1.3	-2.3
24	CCc1ccc(NC(=O)C(=O)NNC(=O)c2cccc(OC)c2)cc1	0	3	-5	0.2	-1	0.1	-0.1	14	-0.8	0.2	1.1
25	Cc1cc(C)nc(N=Nc2c(O)n(Cc3ccc(Cl)cc3)c3ccccc23)n1	-1	1	1	-0.8	-2	-1.2	-0.1	-1	0.1	2.4	1.5
26	COc1ccc(CN2CCC(N3CC(C)OC(C)C3)CC2)c(OC)c1OC (stereo unspecified)	-1	16	-2	-1.5	4	-1.4	-0.6	-1	-0.4	0.5	-2.3
27	COc1ccc(OCC(=O)Nc2ccc(S(=O)(=O)N(C)c3ccccc3)cc2)cc1	1	-11	-1	-2.7	2	-0.3	0.6	2	0.5	1.3	1.7
28	CN(Cc1cnn(-c2ccc(F)cc2)c1)C(=O)[C@H]1O[C@@H](n2cnc3c(N)ncnc32)[C@H](O)[C@@H]1O	-4	3	-1	-1.9	0	-1.4	-1.8	-4	nt	nt	-2.7
29	O=C(COC(=O)c1ccccc1)c1ccc2c(c1)OCCO2	1	2	-4	-1.2	1	-1.8	-0.3	-1	0.9	-4.5	1.3
30	Cc1ccccc1-c1nnnn1C1CCS(=O)(=O)C1 (stereo unspecified)	-2	3	0	-0.7	0	-0.8	0.0	0	1.1	1.2	-0.5
31	CC1(C(=O)NS(=O)(=O)c2ccc(F)cc2F)CCN1C(=O)c1ccccc1 (stereo unspecified)	3	0	0	-1.1	2	-0.5	-0.9	9	nt	0.3	-1.8
32	Cc1ncc(C(=O)Nc2ccccc2)[nH]1	-1	-1	8	4.4	2	0.7	4.7*	2	2.8	3.0	21*
33	CC(=O)c1ccccc1NC(=O)C1CCCN(C(=O)c2ccc(Cl)cc2)C1 (stereo unspecified)	4	-7	-1	-1.5	-6	-0.2	0.2	-15	-0.5	-1.2	2.0
34	O=C(NC(=O)c1ccccc1F)OCc1ccc(Cl)cc1Cl	0	-6	8	0.1	1	-1.4	-0.2	-1	1.4	2.3	0.7
35	CC1CCCC(C)N1C(=O)c1ccc(S(=O)(=O)NCc2ccco2)cc1 (stereo unspecified)	1	-6	-3	-3.1	5	-2.0	-0.6	0	-2.3	-0.5	-1.3
36	O=C(C=Cc1ccccn1)c1ccccc1O	-17	-1	3	-0.5	-3	-1.3	-0.5	-44	-1.1	8.5*	-2.7
37	COCCCNC(=S)Nc1ccc(C)cc1[N+](=O)[O-]	2	4	1	1.2	1	-0.9	0.8	-5	2.2	1.6	-0.4
38	Cc1ccc(-c2nn(Cc3ccccc3)cc2/C=C/C(=O)O)cc1	-9	-10	1	1.7	1	0.0	-0.3	-4	3.0	1.5	1.5
39	C/C(=N/NC(=O)c1cc(C)[nH]n1)c1ccncc1	-7	5	1	0.6	2	-1.0	0.0	5	-0.4	2.9	2.8
40	O=C(c1cc(-c2ccccc2)n[nH]1)N1CCc2c([nH]c3ccccc23)C1c1ccccn1 (stereo unspecified)	2	-19	-2	-2.1	-2	-1.0	-0.2	27*	-0.8	3.2	0.3
41	Nc1[nH]c(C(=O)c2ccc(Cl)cc2)c(-c2ccc(Br)cc2)c1C(=O)c1c[nH]c2ccc(F)cc12	-2	5	-7	1.2	-9	-0.7	0.6	9	nt	nt	2.8
42	CCOc1ccccc1CN1CCN(C2CCSCC2)CC1CCO (stereo unspecified)	0	-2	-3	-1.5	0	-1.4	-0.6	6	-0.3	1.7	-1.9
43	CCOC(=O)C(CCCCCOc1ccccc1[N+](=O)[O-])C(=O)OCC	-1	-17	-1	-0.7	0	-1.6	-0.6	5	0.7	2.2	1.3
44	CC(=O)CSc1ccc(-c2nc3ccccc3[nH]2)cn1	3	-29	5	3.7	0	-0.4	1.3	-26	-2.3	2.6	4.6
45	CCOC(=O)C1(Cc2ccccc2C(F)(F)F)CCN(C(C)CSC)CC1 (stereo unspecified)	2	3	-2	-1.1	-3	-1.5	0.1	-7	1.9	0.2	6.0
46	COc1ccc(CCNC(=O)C2CCCN(c3ncnc4c3nc3n4CCCCC3)C2)c(OC)c1 (stereo unspecified)	-4	4	-5	-1.7	-6	-1.0	-2.7	-4	-0.7	1.3	-4.4
47	CC1(Cc2ccc(Cl)cc2)C(=O)Nc2ccc(S(=O)(=O)NC3CCCCC3)cc21 (stereo unspecified)	-3	-21	-5	-1.2	-5	-1.3	-0.8	7	nt	8.3*	-2.2
48	O=C(O)C1CCN(c2ncccn2)CC1	5	0	1	0.9	1	-1.3	0.3	-13	-0.9	0.0	-1.3
49	O=C(CSc1ccccc1)Nc1nnc(-c2ccco2)o1	10	5	-2	1.3	1	-0.2	1.6	-10	-0.1	-4.0	0.9
50	Cc1ccccc1C(=O)c1cccn1CC(=O)NCCC1=CCCCC1	-2	2	2	-0.7	-8	-0.6	0.4	10	-1.0	0.2	4.7

Carrying on.
cpd	smiles	GC-B act	sPLA2-III inh	SMARCA2 act	hcDAF-12 act	GC-A act	ssDAF12 agonist	DAX1 inh-1	ADAM10 inh	DAX1 inh-2	GAA850 FXN act	hgDAF-12 ag
51	O=C(NCc1ccc(F)cc1)C1CCCN1C(=O)Nc1cccc(F)c1 (stereo unspecified)	-4	2	0	-2.6	-1	-1.4	0.1	8	-0.1	1.8	0.3
52	CCOc1ccccc1-n1nnnc1SCC(=O)O	2	5	-1	-0.8	5	-1.5	-0.3	-10	1.5	1.9	2.5
53	CCOc1ccccc1NC(=O)CSc1nc(=O)n(CCCN2CCOCC2)c2c1CCCC2	1	-3	-2	0.8	-1	-0.1	0.6	-6	-0.3	-0.4	-0.8
54	Cc1ccc2nc(-c3ccc(NC(=O)CN4CCN(C(=O)c5ccco5)CC4)cc3)sc2c1	6	-18	0	-0.4	6	-1.3	0.5	-382	-1.2	4.5	2.7
55	O=C(CSc1ncccn1)n1c2c(c3ccccc31)CCCC2	7	-34	4	0.0	-2	-0.8	0.1	17	-0.9	3.5	3.5
56	COc1ccc(S(=O)(=O)Nc2cccc3c2O[C@H](CN(C)S(=O)(=O)c2cccs2)[C@@H](C)CN([C@H](C)CO)C3=O)cc1	4	-17	1	-1.1	-1	-0.4	-0.7	7	-0.5	-2.3	-2.7
57	CCOC(=O)C1(CCOc2ccccc2)CCN(Cc2ccc(-n3cccn3)cc2)CC1	1	-18	-2	-3.1	-6	-2.4	-1.9	1	-2.6	-0.5	-2.4
58	COc1cc(C(=O)N2CCN(Cc3ccccn3)CC2)cc(OC)c1OC	-1	1	-3	-0.8	0	-1.6	0.2	-2	0.7	0.8	-0.2
59	CCC(=O)NCc1ccc2[nH]c(C)cc2c1	6	0	1	-1.0	1	-1.6	-0.2	-1	3.4	-0.2	-2.8
60	NCCOc1ccc(C23CC4CC(CC(C4)C2)C3)cc1	-6	31*	-5	-1.8	-13	-2.4	1.5	-12	1.3	3.6	1.2
61	COc1cc(-c2nnc3sc(Cc4ccc(Cl)cc4)nn23)cc(OC)c1OC	-2	-18	3	-2.3	9	-1.6	0.2	9	-1.1	0.7	-1.9

Screening results deposited in PubChem BioAssay by several laboratories.
